GALR2 blocker: GALR2 antagonists in receptor-expressing cells, primary screen; 0.39% of 140,000 active; inhibition, % at 4 µM; antagonist mode; in the data active = inhibition above about 27%;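 note: cells stimulated with galanin 1-16 at roughly its EC80; 0% = agonist challenge control and 100% = basal control without agonist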
Target sequence (O43603 whole entry, looked up): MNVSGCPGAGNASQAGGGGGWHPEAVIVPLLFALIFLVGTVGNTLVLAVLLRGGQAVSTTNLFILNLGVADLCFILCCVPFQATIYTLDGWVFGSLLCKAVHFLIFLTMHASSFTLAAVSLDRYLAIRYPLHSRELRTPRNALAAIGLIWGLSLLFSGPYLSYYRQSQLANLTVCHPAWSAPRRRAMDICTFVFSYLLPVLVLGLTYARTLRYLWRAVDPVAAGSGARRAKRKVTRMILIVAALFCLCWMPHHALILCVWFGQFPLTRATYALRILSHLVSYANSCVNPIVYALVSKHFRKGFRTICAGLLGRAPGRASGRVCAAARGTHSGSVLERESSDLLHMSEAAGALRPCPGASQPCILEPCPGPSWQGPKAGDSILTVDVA
Yeast growth inh: growth inhibitors of yeast BB579 in restrictive medium, primary screen, yeast lifespan-shortening project, S. cerevisiae | 0.51% of 140,000 active | OD615, 48 h | inhibition, % at 10 µM | AID 804, 2007;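 active = inhibition above a set limit, 3 SD over the mean compound inhibition, cut at about 44% in these data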; note: inactives centre near -24
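System: Saccharomyces cerevisiae DeaD strain BB579, replicative lifespan model yeast. Buffer or medium: restrictive glucose-based CSMM-D medium. Doses: one dose, 10 µM compound with 0.25% DMSO. Timing: 4 h preincubation and 48 h exposure at 30 °C. Detection: turbidity as optical density at 615 nm. Benchmarks: amphotericin B 10 µg/mL, positive.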
bCat KO growth: primary screen for growth suppressors in beta-catenin knockout HCT116 cells (colon tumor, human); viability, % at 10 µM; 1.5% of 140,000 active; HCT116 beta-catenin knockout viability, CellTiter-Glo, 60 h; stronger effect = lower value;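 active = viability at or under a set limit, the compound median less 4 SD, cut at about 6% in these data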;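 note: 0% = Hyamine 1622 control at 20 µM and 100% = untreated cell control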
NPY-Y2 antag: NPY-Y2 receptor antagonists, primary screen, cell-based; Neuropeptide Y receptor type 2 (Homo sapiens), P49146; inhibition, % at 2.7 µM; 0.99% of 140,000 active; AID 793, 2007; NPY-Y2 expressing cells, antagonist mode; in the data active = inhibition above about 17%;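 note: 0% = vehicle with agonist challenge and 100% = reference antagonist with challenge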
Target sequence (P49146 whole entry, looked up): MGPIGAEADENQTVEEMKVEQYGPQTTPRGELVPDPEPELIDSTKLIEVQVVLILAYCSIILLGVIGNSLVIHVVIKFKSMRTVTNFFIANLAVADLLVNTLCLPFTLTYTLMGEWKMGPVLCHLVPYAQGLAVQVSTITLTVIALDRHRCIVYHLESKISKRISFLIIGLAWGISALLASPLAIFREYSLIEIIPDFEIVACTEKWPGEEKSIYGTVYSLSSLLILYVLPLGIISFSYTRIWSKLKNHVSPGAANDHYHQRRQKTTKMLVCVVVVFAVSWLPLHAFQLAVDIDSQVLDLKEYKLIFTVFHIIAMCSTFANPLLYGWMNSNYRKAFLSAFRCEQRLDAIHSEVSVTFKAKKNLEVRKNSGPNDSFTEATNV
HCT116 PTEN-null: growth suppression of PTEN-null HCT116, primary screen, cell-based, CellTiter-Glo; HCT116 PTEN-null viability, 60 h; stronger effect = lower value; viability, % at 10 µM; 1.2% of 140,000 active; AID 827, 2007;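 active = viability at or below a set limit, 4 SD under the median of all tested compounds, cut at about 3.7% in these data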;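 note: PTEN knockout HCT116 line with beta catenin targeted HCT116 as companion control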
Phagocytosis inh: inhibitors of macrophage phagocytosis, primary screen, imaging, J774A.1 cells, IgG beads; inhibition, % at 5 µM; 0.07% of 110,000 active; AID 1029, 2008; J774A.1 macrophage IgG-bead phagocytosis;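 active = inhibition above the mean of the plate negative controls plus 5 SD, cut at about 13% in these data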;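 note: phagocytic index as fraction of beads internalized from green versus red external bead signal; plate controls were DMSO negative control for no effect and cytochalasin-D positive control for full effect; some results beyond the cut were filed as inactive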
Measles CPE: compounds protecting cells from measles virus cytopathic effect, primary screen, measles RdRp inhibitor project, single point, MLSMR library, absorbance | Measles virus-infected cells, CPE protection | protection (pct of control), % at 4 µM | 1.5% of 140,000 active | AID 841, 2007; in the data active = protection mostly above about 24%, no sharp cut-off; inactive = mostly below about 26%; note: some compounds called inactive have numbers as strong as hits
MRP-1 activ: H69AR viability gain despite doxorubicin, primary screen, MRP-1 activator project, H69AR cells, CellTiter-Glo. viability increase, % at 10 µM. viability rescue. 0.61% of 140,000 active;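 active = viability gain under doxorubicin at or above a set limit, the compound median plus 3 SD, cut at about 4.7% in these data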;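 note: MRP-1 overexpressing cells given doxorubicin 25 µM after compound pretreatment; 18-22 h compound pretreatment then 72 h with doxorubicin before readout; 0% = doxorubicin-only wells and 100% = vehicle-treated cells without doxorubicin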
E-sel TNF inh: E-selectin induction blockers in HUVEC – imaging, immunofluorescence, high content, primary screen; inhibition, % at 2 µM; AID 1246, 2008; 0.71% of 120,000 active; HUVEC TNFa-induced E-selectin immunofluorescence;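 active = inhibition above the batch mean plus 3 SD, and confirmed as a hit on visual image review, cut at about 43% in these data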;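 note: 0% = TNF-stimulated DMSO wells and 100% = unstimulated control wells; not every result past the cut was called active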
Yeast lifespan up: compounds extending yeast replicative lifespan, primary screen, S. cerevisiae, OD615 | S. cerevisiae growth with nicotinamide; deaD strain in restrictive glucose medium | inhibition of the nicotinamide effect, % at 10 µM | 0.68% of 130,000 active | AID 775, 2007;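 active = inhibition above a set limit, placed 3 SD over the median of all compounds, cut at about 26% in these data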;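 note: 0% = nicotinamide-treated wells and 100% = cells grown without nicotinamide; some compounds called inactive have numbers as strong as hits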
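Test system: DeaD-strain S. cerevisiae / Buffer or medium: restrictive glucose medium / Also added: nicotinamide 1.5 mM / Doses: one concentration, 10 µM, DMSO 0.25% / Schedule: 48 h at 30 °C / Signal: OD615 measurement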
The depositor's hits bear a star; . = no result given. The order is random; about 6.3% have a hit in one of these screens.

SMILES	GALR2 blocker	Yeast growth inh	bCat KO growth	NPY-Y2 antag	HCT116 PTEN-null	Phagocytosis inh	Measles CPE	MRP-1 activ	E-sel TNF inh	Yeast lifespan up
COc1ccc(-n2c(=S)[nH]c3cc(C(=O)Nc4ccc(OC)c(OC)c4)ccc3c2=O)cc1	0	-22	87	1	92	-6	43	-4.5	.	-4
O=C(CSc1nnnn1-c1cccnc1)Nc1ccc(OCc2ccccc2)cc1	5	-29	76	1	75	-2	3	-0.7	-2	-14
O=C(NNC(=O)c1cnccn1)c1cccc([N+](=O)[O-])c1	4	-30	82	-2	86	.	3	-2.6	-9	.
COc1ccc(-c2[nH]nc3c2C2(C(=O)N(CC(=O)O)c4ccccc42)C(C#N)=C(N)O3)cc1OC (centres undefined)	-13	-51	95	4	91	-2	4	-1.9	.	-1
CCc1ccc(NC(=O)CS(=O)CC(=O)Nc2ccc(F)cc2F)cc1 (centres undefined)	-13	-40	49	1	28	-2	4	-0.6	-4	-5
Nc1ccc2ncccc2c1	2	7	99	0	105	1	8	-3.6	.	-2
O=C(O)CCC(=O)N1CCc2cc(S(=O)(=O)N3CCCCC3)ccc21	15	-38	93	-2	95	.	17	-0.1	-3	-9
COC(=O)c1ccc(Cn2cnc3c(cnn3-c3ccc(F)cc3)c2=O)o1	0	-17	80	8	79	-2	12	-3.7	3	-5
CCC(C)c1ccc(OCCn2ccnc2)cc1 (centres undefined)	-9	-13	74	12	82	-6	2	-1.4	0	2
COc1ccc(OCC(=O)N2CCN(C(=O)c3cccs3)CC2)cc1	10	-19	91	0	86	.	7	-3.0	14	-2
N#Cc1ccc(Cn2c(=O)c(C#N)c3n(c2=O)CCC3)cc1	-2	-15	99	-2	100	1	7	0.9	6	-7
O=C(NCCN1CCN(Cc2ccc([N+](=O)[O-])cc2)CC1)C(=O)Nc1ccccc1	-1	-38	65	2	74	0	3	-0.8	-27	2
COc1ccc(CCNC(=O)CSc2nnc(-c3ccccc3)c3ccccc23)cc1OC	1	-10	76	1	94	-18	12	-4.0	19	-6
Cc1c(C(=O)OC(C)C)[nH]c2c1C(=O)CC(C)(C)C2	4	-23	87	4	83	-1	6	-0.6	21	-11
NNc1nc2c(Cl)ccc(Cl)c2s1	6	-52	83	4	94	2	6	-1.4	.	-4
CCOc1cc(C(C#N)N2CCCCC2)ccc1OC (centres undefined)	-8	2	98	0	102	.	8	-0.9	-10	-19
COC(=O)C(NC(C)=O)(Nc1nc(C)cs1)C(F)(F)F (centres undefined)	-9	-59	118	4	112	0	8	-0.6	-1	11
CSc1nc2c(c(=O)[nH]1)CCCC2	5	-1	86	4	96	1	2	0.1	7	-4
CCn1ccc(C(=O)NC2C(=O)N3C(C(=O)O)=C(C)CSC23)n1 (centres undefined)	13	-21	101	0	103	.	2	-0.5	17	-11
C=CCSC1=N/C(=C\c2cccnc2)C(=O)N1c1ccc(OC)cc1	-6	-8	89	3	80	-12	6	-2.5	.	0
Cc1ccc(C)c(S(=O)(=O)N2CCN(CC(=O)Nc3sccc3C#N)CC2)c1	-9	-29	88	5	76	-8	13	-1.9	.	6
CC1CCN(C(=O)c2ccccc2NC(=O)c2cccc(S(=O)(=O)N3CCOCC3)c2)CC1	8	-15	100	2	94	-4	13	-0.2	-56	-5
COc1cc(CN2CCN(c3ccc(C)cc3)CC2)cc([N+](=O)[O-])c1O	-17	-33	89	2	84	0	25	-1.9	100*	-9
CCN1C(=O)C2(C(C#N)=C(N)Oc3c2c(C)nn3-c2ccccc2)c2ccccc21 (centres undefined)	8	-20	81	0	72	-1	13	-1.3	2	-5
CCc1cccc(NC(=O)c2ccc(Cn3c(=O)[nH]c4ccsc4c3=O)cc2)c1	-2	-24	89	-2	98	.	7	-0.6	11	3
CCOC(=O)/C=C1\SCC(=O)N1CC(=O)Nc1ccc2c(c1)CCC2	-2	-17	91	-2	93	.	7	-0.2	-16	-12
CCN(CC)CCNC(=O)C1CCC(=O)N1CCc1ccccc1 (centres undefined)	-3	-3	88	0	94	.	17	-0.3	.	-6
Cc1ccc(C(=O)OC2CCOC2=O)cc1NC(=O)c1ccco1 (centres undefined)	14	-17	98	0	102	-1	4	-1.9	.	-6
C=CCn1c(SCC(=O)Nc2ncc(Cc3ccc(C)c(Cl)c3)s2)nnc1-c1ccncc1	8	-13	96	11	93	-12	23	-0.7	5	5
Cc1cc(Nc2ccccc2)n(-c2nc3ccccc3[nH]2)n1	7	-52	22	1	13	2	8	4.0	3	-7
COc1ccc(CNc2nc3ccccc3n2Cc2ccccc2)cc1OC	8	-18	82	5	81	.	5	-2.7	-17	-23
CCCCSc1nc2c(cnn2-c2ccc(F)cc2)c(=O)[nH]1	-5	-70	94	3	87	0	3	-0.8	.	0
O=C(NNc1nc2ccccc2nc1C(F)(F)F)c1ccccc1	16	-34	108	2	88	.	6	-3.3	28	-19
CN(C)c1ccnc(-n2cccc2/C=N/OCc2ccccc2)c1C#N	9	-13	89	1	94	-1	1	-0.5	-8	-10
O=C(Nc1ccc2nc(-c3ccccc3)[nH]c2c1)c1ccco1	17	-48	75	5	73	0	10	-1.3	-22	-14
CCOc1oc(-c2ccc(OC)cc2)nc1C(F)(F)F	-13	0	105	8	102	1	6	2.3	9	-10
Cc1ccc2cc(C#N)c(SCC(=O)Nc3ccc4sc(C)nc4c3)nc2c1	1	-38	87	4	88	-1	4	-2.9	-40	10
CC(=O)CSc1nnc(-c2ccc3c(c2)OCO3)o1	-4	-3	84	7	90	.	15	-1.4	49	.
Cc1ccc(/C=N/n2c(=O)c(C(C)(C)C)nn3cnnc23)cc1	-14	-31	85	2	93	-3	5	-0.4	80*	4
CN(C)c1ccc(CN(C(=O)COc2ccccc2)C2CCS(=O)(=O)C2)cc1 (centres undefined)	-19	-49	105	-3	93	2	5	0.3	.	-8

No new results follow: entries from further up.
SMILES	GALR2 blocker	Yeast growth inh	bCat KO growth	NPY-Y2 antag	HCT116 PTEN-null	Phagocytosis inh	Measles CPE	MRP-1 activ	E-sel TNF inh	Yeast lifespan up
COc1cc(CN2CCN(c3ccc(C)cc3)CC2)cc([N+](=O)[O-])c1O	-17	-33	89	2	84	0	25	-1.9	100*	-9
CCN1C(=O)C2(C(C#N)=C(N)Oc3c2c(C)nn3-c2ccccc2)c2ccccc21 (centres undefined)	8	-20	81	0	72	-1	13	-1.3	2	-5
CCc1cccc(NC(=O)c2ccc(Cn3c(=O)[nH]c4ccsc4c3=O)cc2)c1	-2	-24	89	-2	98	.	7	-0.6	11	3
CCOC(=O)/C=C1\SCC(=O)N1CC(=O)Nc1ccc2c(c1)CCC2	-2	-17	91	-2	93	.	7	-0.2	-16	-12
CCN(CC)CCNC(=O)C1CCC(=O)N1CCc1ccccc1 (centres undefined)	-3	-3	88	0	94	.	17	-0.3	.	-6

Full records as entered above. Order of values: GALR2 blocker, Yeast growth inh, bCat KO growth, NPY-Y2 antag, HCT116 PTEN-null, Phagocytosis inh, Measles CPE, MRP-1 activ, E-sel TNF inh, Yeast lifespan up
`CC1CCN(C(=O)c2ccccc2NC(=O)c2cccc(S(=O)(=O)N3CCOCC3)c2)CC1` is listed as 8, -15, 100, 2, 94, -4, 13, -0.2, -56, -5
`CN(C)c1ccc(CN(C(=O)COc2ccccc2)C2CCS(=O)(=O)C2)cc1` (centres undefined) is listed as -19, -49, 105, -3, 93, 2, 5, 0.3, ., -8
`Cc1ccc(/C=N/n2c(=O)c(C(C)(C)C)nn3cnnc23)cc1` is listed as -14, -31, 85, 2, 93, -3, 5, -0.4, 80*, 4
`O=C(Nc1ccc2nc(-c3ccccc3)[nH]c2c1)c1ccco1` is listed as 17, -48, 75, 5, 73, 0, 10, -1.3, -22, -14

(further entries)
SMILES	GALR2 blocker	Yeast growth inh	bCat KO growth	NPY-Y2 antag	HCT116 PTEN-null	Phagocytosis inh	Measles CPE	MRP-1 activ	E-sel TNF inh	Yeast lifespan up
CC(C)CCn1c(Cl)nc2c1c(=O)n(C)c(=O)n2C	-7	28	90	3	81	.	31	-1.1	.	-2
O=C(COC(=O)Cc1cccc(C(F)(F)F)c1)Nc1cccc2ccccc12	-5	-41	86	3	94	-11	21	0.0	13	4
CCOC(=O)c1c(NC(=O)c2cccs2)sc2c1CCCC2	-1	-28	112	3	104	.	9	-0.4	12	3
O=C(NCc1cccnc1)c1ccccc1[N+](=O)[O-]	4	-4	100	1	95	-4	20	0.4	.	2
CN1CCN(C(=O)CN(c2cc(C(F)(F)F)ccc2Cl)S(C)(=O)=O)CC1	-1	-21	95	2	86	0	7	-3.2	-50	-2
Cc1cc(C)cc(C(=O)N2CCN=C2c2ccccc2)c1	6	-18	93	3	95	8	8	-0.4	.	2
Cc1nn(Cc2c(Cl)cccc2Cl)c(C)c1NC(=O)/C=C/c1cnn(C)c1C	-2	-22	117	2	105	.	4	-3.3	-18	-11
Nc1c(-c2ccccc2)c(CN2CCOCC2)nn1-c1ccc(C(=O)O)cc1	10	-31	90	4	97	-8	16	-1.2	2	1
CSc1c(CC(=O)Nc2ccccc2)n(Cc2ccccc2)c2ccccc12	-6	-32	77	5	76	-12	15	-2.1	.	4
CCn1cc(/C=N\NC(=O)COc2cccc(C)c2C)c(C)n1	-5	-4	101	2	97	-6	4	-2.0	4	0
Oc1cccc(-c2nc3ccc4ccccc4c3c3c2CCC3)c1	14	-23	69	30*	61	-1	1	-2.6	-27	-16
Nc1ccc2nc(CCc3ccccc3)[nH]c2c1	0	16	106	1	100	2	6	-1.9	12	4
O=C(CSc1ccc2ccccc2c1)Nc1ncccn1	13	-10	97	6	94	-9	5	1.7	.	-6
OC(COCC1COc2ccccc2O1)CN1CCN(c2ccccn2)CC1 (centres undefined)	8	-55	95	3	89	-1	6	0.4	-30	-5
O=C(NCCc1ccc(Cl)cc1)C1CCN(S(=O)(=O)N2CCCC2)CC1	1	-10	102	2	100	1	4	-2.7	-2	-33
O=C(Nc1ccccc1C(F)(F)F)N1CCN(c2ccc3nnc(-c4ccc(F)cc4)n3n2)CC1	-9	-74	53	1	62	-3	6	-1.7	.	-7
COc1cccc(-n2c(C)n[nH]c2=O)c1	0	-46	100	0	98	.	7	-2.5	9	-1

Assay outcomes deposited in PubChem BioAssay by several laboratories.
